CHO parental Ca = ATP-evoked calcium signal inhibitors, parental CHO, primary screen, counter-screen for OX1R antagonist project, cell-based, fluorescence, Fluo-8 calcium dye; 330,000 compounds, 0.63% hits; inhibition, % at 5.6 µM; AID 463079, 2010; parental CHO-K1, ATP-induced calcium, Fluo-8 fluorescence;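 active = inhibition above that plate's mean sample inhibition plus 3 SD, cut at about 26% in these data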;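 also: 0% = ATP-challenged DMSO wells and 100% = DMSO wells without ATP; some compounds past the cut are filed as inactive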
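Test system: untransfected parental CHO cell line; also added: ATP stimulus; dosing: 5.6 µM, single dose; signal: calcium-sensitive Fluo-8 fluorescence; measure: percent inhibition of ATP-evoked calcium rise, normalized to controls; benchmarks: low control ATP plus DMSO, high control DMSO only; replication: one well per compound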
TAAR1 antagonist = human TAAR1 antagonists, primary screen, Fluo-8 calcium fluorescence, CHO RD-HGA16 cells; Trace amine-associated receptor 1 (Homo sapiens), Q96RJ0; inhibition, % at 3 µM; AID 624466, 2012; antagonist; 360,000 compounds, 1.5% hits;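 active = inhibition above a per-plate cutoff, the mean inhibition of test compounds on that plate plus 3 SD, cut at about 49% in these data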;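 also: 0% = DMSO plus EC80 beta-PEA response and 100% = DMSO alone without agonist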
Target sequence (Q96RJ0 whole entry, looked up): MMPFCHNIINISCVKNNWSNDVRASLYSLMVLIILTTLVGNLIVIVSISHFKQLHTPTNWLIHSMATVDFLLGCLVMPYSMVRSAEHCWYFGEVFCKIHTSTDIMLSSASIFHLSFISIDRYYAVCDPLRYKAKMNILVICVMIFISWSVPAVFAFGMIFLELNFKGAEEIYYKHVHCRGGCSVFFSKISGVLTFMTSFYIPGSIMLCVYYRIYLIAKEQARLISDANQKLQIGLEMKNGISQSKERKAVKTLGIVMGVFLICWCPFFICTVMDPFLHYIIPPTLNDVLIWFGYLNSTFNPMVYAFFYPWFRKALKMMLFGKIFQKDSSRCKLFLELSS
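Test system – hTAAR1-expressing CHO RD-HGA16 cells, Gα16-coupled · Reagent – β-PEA at EC80 concentration, post-compound challenge · Compound dosing – 3 µM, single point · Timing – 140 s kinetic read after compound, 140 s after agonist · Detection – Fluo-8 intracellular calcium dye fluorescence, real-time kinetic reads · Control set – DMSO and EC80 PEA controls · Repeats – n of 1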
OXTR ag = human OXTR agonists, primary screen, fluorescence, CHO-OTR cells, Fluo-8 calcium; Oxytocin receptor (Homo sapiens), P30559; Fluo-8 calcium fluorescence; normalized: DMSO 0%, oxytocin 100%; activation, % at 3 µM; 320,000 compounds, 0.32% hits; AID 2435, 2010;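 active = activation above the mean of all tested compounds plus 3 SD, cutoff set per screening run, cut at about 20% in these data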;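 also: peak over basal fluorescence ratio from a 100 s FLIPR kinetic read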
CHO-K1 Ca antag = nonselective inhibitor or artifact in parental CHO-K1 cells; ATP-induced calcium, Fluo-8 fluorescence; inhibition, % at 3 µM; 360,000 compounds, 0.6% hits; AID 602250;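 active = inhibition above a per-plate cutoff, the plate's mean sample inhibition plus 3 SD, cut at about 24% in these data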;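 also: 0% = DMSO plus EC80 ATP and 100% = DMSO alone without ATP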
GPR7 antagonist = GPR7 receptor antagonists, primary screen, cell-based, fluorescence, single concentration | GPR7-expressing cells, fluorescence antagonist assay | 290,000 compounds, 1.1% hits | AID 1861, 2009 | inhibition, % at 4.4 µM; in the data active = inhibition above about 16%, passing the limit was not always enough;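 also: cells stimulated with the agonist NPW; 0% = agonist with vehicle and 100% = vehicle without agonist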
Target sequence (P48145 whole entry, looked up): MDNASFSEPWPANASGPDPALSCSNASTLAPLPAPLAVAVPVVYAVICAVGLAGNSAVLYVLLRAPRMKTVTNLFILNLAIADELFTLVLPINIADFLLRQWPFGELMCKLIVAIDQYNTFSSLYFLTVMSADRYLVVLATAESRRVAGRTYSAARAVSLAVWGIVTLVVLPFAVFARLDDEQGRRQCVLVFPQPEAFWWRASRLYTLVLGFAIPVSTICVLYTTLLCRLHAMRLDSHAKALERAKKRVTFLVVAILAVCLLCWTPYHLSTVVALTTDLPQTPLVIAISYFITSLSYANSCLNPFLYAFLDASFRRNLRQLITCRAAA
CHO-K1 Ca PAM = nonselective calcium activators in parental CHO-K1 cells, primary screen, counter-screen for M1 PAM project, cell-based, Fluo-8 calcium fluorescence, full deck, 1536-well | ATP EC20; 0% at ATP EC20, 100% at ATP max | activation, % at 3 µM | 360,000 compounds, 0.02% hits | AID 602247, 2012;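 active = activation above the run cutoff, the mean activation of all test compounds plus 3 SD, cut at about 40% in these data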;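 also: peak over basal fluorescence ratio in a 140 s read after ATP addition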
M1 ag parental = counter-screen for M1 agonists: effect in parental CHO-K1 cells; AID 602248, 2012; 360,000 compounds, 0.48% hits; Fluo-8 calcium fluorescence; scaled to maximal ATP response, vehicle zero; activation, % at 3 µM; in the data active = activation above about 15%;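 also: untransfected CHO-K1 host cells lacking M1 receptor as counterscreen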
V1aR counter = agonists of human V1a receptor, primary screen, counter-screen for OXTR agonist project, fluorescence, CHO-V1R cells. Vasopressin V1a receptor (Homo sapiens), P37288. Fluo-8 calcium fluorescence, agonist mode; 0% DMSO, 100% 3 nM vasopressin. activation, % at 3 µM. 320,000 compounds, 0.25% hits. AID 2797, 2010;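 active = activation above the mean activation of all tested compounds plus 3 SD, per screening run, cut at about 20% in these data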;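 also: signal is peak over basal fluorescence ratio across a 100 second FLIPR read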
Target sequence (P37288 whole entry, looked up): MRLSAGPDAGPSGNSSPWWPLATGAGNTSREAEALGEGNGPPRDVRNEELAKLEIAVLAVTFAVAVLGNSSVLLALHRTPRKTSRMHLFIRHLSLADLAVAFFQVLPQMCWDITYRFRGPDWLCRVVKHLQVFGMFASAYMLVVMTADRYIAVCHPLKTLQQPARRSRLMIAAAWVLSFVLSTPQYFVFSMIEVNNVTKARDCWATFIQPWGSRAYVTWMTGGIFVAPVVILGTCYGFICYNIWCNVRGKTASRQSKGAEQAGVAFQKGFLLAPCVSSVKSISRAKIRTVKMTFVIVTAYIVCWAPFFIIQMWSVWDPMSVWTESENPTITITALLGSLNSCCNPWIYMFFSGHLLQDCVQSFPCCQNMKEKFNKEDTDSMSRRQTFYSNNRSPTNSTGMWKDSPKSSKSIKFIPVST
OXTR potentiator = human OXTR potentiators, primary screen, fluorescence, CHO-OTR cells, Fluo-8 calcium | AID 2445, 2010 | activation, % at 3 µM | 320,000 compounds, 0.061% hits | Fluo-8 calcium fluorescence, potentiator mode; 0% = oxytocin EC15, 100% = EC100 | Oxytocin receptor (Homo sapiens), P30559;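 active = activation above that plate's cutoff, the mean activation of tested compounds plus 3 SD, cut at about 6.6% in these data, passing the limit was not always enough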;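 also: 100% uses oxytocin at 75 nM as the full agonist control; some results filed as inactive read as strong as hits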
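Assay system: CHO-OTR cells, human receptor / Also added: oxytocin at about EC15, sub-maximal agonist stimulus / Dosing: single dose, 3.0 µM nominal final compound concentration / Incubation: 6 min pre-incubation, 100 s read / Technique: Fluo-8 calcium dye fluorescence / Read-out: % activation vs EC15 and EC100 oxytocin / Benchmarks: EC15 oxytocin low, 75 nM oxytocin high / Replicates: singlicate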
Active calls of the source: *; nt = not tested or not shown.

molecule	CHO parental Ca	TAAR1 antagonist	OXTR ag	CHO-K1 Ca antag	GPR7 antagonist	CHO-K1 Ca PAM	M1 ag parental	V1aR counter	OXTR potentiator
CC(C)OC(=O)C(=O)NNc1ccccc1	-7.3	-10.1	-0.6	-1.1	-14.6	-2.8	0.2	0.2	-12.5
O=C(CSc1nnc(-c2ccc3c(c2)OCO3)n1-c1ccccc1)c1ccc(Cl)cc1	-8.3	-37.3	-0.1	-6.9	-4.5	4.4	-0.1	0.0	-0.3
COc1ccc(/C=C/c2nc3ccccc3c(=O)n2-c2cccc(C(=O)O)c2)cc1	-8.0	-11.1	1.9	-6.0	-15.7	-3.0	-0.2	0.8	-2.5
C[C@H](CO)N1C[C@H](C)[C@@H](CN(C)Cc2ccc3c(c2)OCO3)OCc2cnnn2CCCC1=O	nt	-9.8	nt	-2.0	nt	5.6	-0.2	nt	nt
CCc1nc2ccccc2c(C(=O)OCC(=O)Nc2cccc(S(=O)(=O)NC3=NCCCCC3)c2)c1C	-3.9	26.9	-0.4	-1.3	1.3	10.6	4.4	0.8	-1.4
COc1ccc(Cl)cc1NC(=O)C/C(C)=N/NC(=O)CC#N	-5.7	12.1	0.1	-6.7	-11.8	17.7	0.7	1.7	-1.2
CC(C)(C)c1ccc(C(=O)NNC(=O)c2ccc(Cl)cc2)cc1	-9.7	-7.4	-1.4	-4.8	-13.4	15.9	0.7	1.1	-2.0
CC(C)(C)NC(=O)COC(=O)c1c2c(nc3ccccc13)CCC2	-18.7	60.1*	-1.4	14.3	-9.5	-13.2	8.7	-1.0	-7.9
Cc1ccc(-c2cnc(C(O)c3c(C)cccc3C)[nH]2)cc1 (stereo not drawn)	nt	-15.7	nt	7.6	nt	-0.3	-0.2	nt	nt
Cc1cccc(NC(=O)CSc2nc3nc(C)cc(C)n3n2)c1	-12.4	-12.6	4.2	-9.9	-9.7	-6.8	2.5	2.6	-9.4
Cc1ccccc1OCc1nc2ccccc2c(=O)n1/N=C/c1ccco1	-18.7	44.2	-2.5	-1.3	-4.3	7.1	2.2	-1.2	-4.0
Cc1ccc(Nc2nc(-c3ccncc3)nc3ccccc23)cc1	-12.5	-21.3	-2.2	-5.2	-7.9	6.4	0.1	0.1	-1.2
O=C(Cn1cnc2ccccc2c1=O)NCC(=O)N1CCN(Cc2ccc3c(c2)OCO3)CC1	-12.7	-19.2	0.5	-0.5	-4.7	-1.2	-0.1	0.6	-4.8
CCCCn1c(N)c(N(CCC(C)C)C(=O)c2ccc(-c3ccc([N+](=O)[O-])cc3)o2)c(=O)[nH]c1=O	-12.8	-11.7	0.2	-17.9	nt	9.6	0.2	0.2	-3.2
Cc1ccc(OCCC(=O)N(CC(=O)Nc2ccccc2C(F)(F)F)Cc2ccco2)cc1	-20.6	-15.1	-1.4	-1.6	nt	-1.1	0.8	-0.4	-4.5
COc1cc(CC(=O)NNC(=O)c2cc(C)oc2C)cc(OC)c1OC	-6.7	-5.9	0.4	-6.2	-4.6	12.5	0.4	-0.2	-10.9
CCNC(=O)C(=O)NCCC1CCCCN1S(=O)(=O)c1cccs1 (stereo not drawn)	-0.6	-9.2	0.0	19.4	nt	-20.0	0.1	1.4	-1.6
COc1cc(C(=O)N2CCN(C3CCC(C)CC3)CC2)cc(OC)c1OC (stereo not drawn)	-20.6	-1.9	0.1	-40.5	-3.2	28.0	0.5	-0.2	-8.3
Fc1ccc(-c2nc(-c3cccs3)no2)cc1	-9.0	-7.5	-0.3	-11.8	1.1	5.7	0.1	2.0	2.4
Cc1ccccc1C(=O)NNC(=O)c1ccoc1C	-15.3	5.2	0.3	15.5	-11.6	-11.1	-0.3	0.4	-2.1
Cc1c(CC(=O)NCCCCCC(=O)O)c(=O)oc2c(C)c3oc4c(c3cc12)CCCC4	nt	-24.3	nt	1.6	6.7	-5.0	-0.6	nt	nt
CCOC(=O)c1ccc(NC(=S)NCCCN2CCCC2=O)cc1	-5.1	-6.5	0.6	-6.0	-16.4	20.6	5.3	1.5	-10.3
Cn1c(NCC2CCCCC2)nc2cc(-c3ccsc3)sc2c1=O	nt	4.5	nt	-10.0	nt	15.0	0.9	nt	nt
COc1cccc(S(=O)(=O)N(C)C[C@H]2OCc3cnnn3CCCC(=O)N([C@H](C)CO)C[C@@H]2C)c1	nt	-25.2	nt	-8.7	nt	17.1	0.3	nt	nt
CN(C)Cc1cc(C(C)(C)c2cc(CN(C)C)c(O)c(CN(C)C)c2)cc(CN(C)C)c1O	-7.6	6.6	1.5	0.5	-2.3	24.6	0.4	-0.1	0.5
NC(=O)c1csc(C2OC(CO)C(O)C2O)n1 (stereo not drawn)	nt	-2.1	nt	-11.7	nt	8.0	0.7	nt	nt
O=C1CSC(c2cccc(Cl)c2Cl)N1c1ccccn1 (stereo not drawn)	-8.4	5.0	-2.3	5.9	-6.6	-7.0	-1.1	-0.6	-4.9
COC(=O)CN1C(=O)N(c2ccccc2)C(N(O)C(=O)Nc2ccccc2)C1(C)C (stereo not drawn)	-12.7	-6.9	0.2	-3.1	-11.1	-11.9	0.1	-1.1	-10.3
CCCCN1C(=O)C2ON(c3ccccc3C)C(c3ccco3)C2C1=O (stereo not drawn)	-21.4	nt	-1.1	-19.6	-0.5	8.0	2.4	-0.3	-6.1
COC(=O)C[C@@H]1C[C@H]2c3cc(NS(=O)(=O)c4ccccc4)ccc3O[C@H]2[C@@H](CO)O1	nt	-15.2	nt	-5.2	nt	11.1	0.1	nt	nt
CSc1nnc2sc3cc(C)ccc3n12	nt	-14.7	nt	-7.2	nt	7.8	-0.5	nt	nt
O=C(Cc1ccc(Cl)cc1)Nc1ccc2c(c1)C(=O)NC2=O	16.2	12.3	5.6	4.5	18.7	4.2	4.7	6.6	-12.4
Cn1ccnc1CC(O)(c1ccccc1)c1ccccc1	-8.6	-0.1	0.4	3.1	-13.9	5.2	0.5	-0.5	-0.8
S=C(NCc1ccco1)N1CCN(c2ccccc2Cl)CC1	-6.2	-14.5	-1.2	-1.6	14.2	-2.6	0.7	-0.6	-7.3
CCn1c2ccccc2c2cc(NC(=O)c3ccccc3[N+](=O)[O-])ccc21	-2.4	11.9	-1.0	0.2	5.1	6.0	0.2	-0.7	-8.2
CN(C)S(=O)(=O)N1C(=O)c2ccccc2C1=O	-0.2	-18.9	1.0	-8.7	0.7	3.3	0.0	0.7	-3.8
COc1ccc(/C=C(/C#N)C(=O)Nc2ccccc2C)cc1C(=O)O	-3.1	-2.1	-0.6	18.9	-9.0	-11.6	-0.2	0.3	-2.4
CCS(=O)(=O)Nc1cccc(C2=NN(S(=O)(=O)c3ccc(F)cc3)C(c3cccs3)C2)c1 (stereo not drawn)	-1.2	4.4	-0.8	0.6	13.8	10.6	1.1	0.7	-11.2
COc1ccc(C2/C(=C(/O)c3ccccc3)C(=O)C(=O)N2CCCN2CCOCC2)cc1 (stereo not drawn)	-0.3	0.7	0.9	5.3	-10.6	-3.5	0.0	0.1	-13.3
CSc1cccc(NC(=S)N(CCC(C)C)C2CCN(C(C)C)CC2)c1	-4.1	-6.5	4.8	-12.4	20.5	13.9	3.6	0.8	-0.1
CCC(C)/C(C)=N/NC(=O)c1ccc(COc2ccc(Cl)c(C)c2)cc1 (stereo not drawn)	-3.9	19.7	1.7	-9.7	-11.7	21.5	5.3	5.6	-6.6
Cc1ccc(C)c(S(=O)(=O)N2CCN(C(=O)CNC(=O)c3sc4ccccc4c3Cl)CC2)c1	nt	-14.3	nt	-16.4	nt	-1.7	0.3	nt	nt
Cc1ccc(-n2c(C)cc(/C=N/NC(=O)CN(c3ccc(C)cc3C)S(C)(=O)=O)c2C)cc1	-18.6	6.2	-1.5	-13.9	-3.7	7.9	-0.1	-0.2	-12.7
CCCCCCCCCC(=O)N/N=C/c1ccc(C)s1	-4.7	-9.3	-1.0	1.5	-14.8	3.8	1.3	-0.1	-4.6
O=C(O)/C=C/c1ccc(S(=O)(=O)NCc2ccco2)cc1	-11.5	-0.1	0.2	0.3	-16.4	15.6	-0.1	-0.4	-6.0
N#C/C(=C(/O)c1ccc([N+](=O)[O-])cc1)c1nc2ccccc2[nH]1	-12.3	-9.6	2.6	-9.6	-7.3	19.6	0.9	1.4	-9.2
O=C1NC[C@H](Cc2ccccc2)N(C[C@@H]2CCCN2C[C@H](Cc2ccc(O)cc2)N2C[C@H](Cc3ccccc3)N(CC3CCCCCC3)C(=O)C2=O)C1=O	nt	8.1	nt	-20.1	nt	15.1	-0.3	nt	nt
CCC(=O)N1CCC(C)(C(=O)NCc2ccc(F)cc2)C1 (stereo not drawn)	nt	-20.9	nt	-13.3	nt	20.6	0.5	nt	nt
Cc1cc(C)cc(NC(=O)CSc2nnc(-c3ccc(S(=O)(=O)N4CCCC4)cc3)o2)c1	-14.6	-1.4	1.0	-7.5	-12.6	6.1	0.1	1.2	2.0
COc1ccc(CCN(C)CCC(=O)Nc2c(C)cc(C)cc2C)cc1OC	-15.9	-6.1	-1.5	-10.3	-9.0	-7.0	0.0	-1.2	-6.1
COc1ccccc1NC1=NC(CO)(CO)CS1	-3.2	3.0	0.5	-12.2	-7.6	16.7	0.7	-0.2	-9.6
CCC(=O)Nc1ccc(C(=O)NNC(=O)c2ccc([N+](=O)[O-])cc2)cc1	0.7	3.3	0.2	-5.1	0.3	8.0	0.4	0.0	-0.8

Laid out differently: results already given.
Every second line gives: CHO parental Ca, TAAR1 antagonist, OXTR ag, CHO-K1 Ca antag, GPR7 antagonist, CHO-K1 Ca PAM, M1 ag parental, V1aR counter, OXTR potentiator
O=C1NC[C@H](Cc2ccccc2)N(C[C@@H]2CCCN2C[C@H](Cc2ccc(O)cc2)N2C[C@H](Cc3ccccc3)N(CC3CCCCCC3)C(=O)C2=O)C1=O
 : nt, 8.1, nt, -20.1, nt, 15.1, -0.3, nt, nt
CCC(=O)N1CCC(C)(C(=O)NCc2ccc(F)cc2)C1 (stereo not drawn)
 : nt, -20.9, nt, -13.3, nt, 20.6, 0.5, nt, nt
